Screening data as filed in PubChem BioAssay.
BoNT F protease: BoNT F light chain protease inhibition | 360,000 compounds, 0.22% hits | inhibition, % at 10 µM | Multiplex microsphere protease cleavage assay, flow cytometry; in the data active means inhibition above about 35%, passing the limit was not always enough; inconclusive means no clear call, values can overlap the other calls; further: plate controls were buffer without enzyme for full effect and enzyme alone for no effect
CCHF vOTU inh: CCHFV vOTU protease inhibition; Pep-AMC fluorescence; inhibition, % at 11.5 µM; 370,000 compounds, 0.55% hits; AID 651958; further: 0% = vehicle wells with enzyme and 100% = no enzyme wells
FBA Mtb inh: inhibits M. tuberculosis FBA enzyme. P9WQA3. 360,000 compounds, 2.3% hits. AID 588726. inhibition, % at 1 µM. purified M. tuberculosis FBA, fluorescence read-out; in the data active means inhibition above about 27%;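 further: 0% = vehicle and 100% = reference inhibitor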
FadD28 FP inh: M. tuberculosis FadD28 bisubstrate binding inhibition. AID 588549. 360,000 compounds, 0.22% hits. inhibition, % at 12.5 µM. FadD28 bisubstrate probe binding, fluorescence polarization; in the data active means inhibition above about 8.5%, passing the limit was not always enough; inconclusive means no clear call, values can overlap the other calls
MazF activator: MazEF (E. coli) toxin RNase activation | P0AE70 | FAM/BHQ RNA-DNA oligo cleavage fluorescence, 5 h | activation, % at 20 µM | 350,000 compounds, 0.32% hits; in the data active means activation above about 50%
DUSP3 inh: inhibitors of human VHR1 phosphatase (DUSP3); inhibition, % at 13.3 µM; 290,000 compounds, 0.52% hits; recombinant VHR phosphatase, pNPP absorbance; in the data active means inhibition above about 50%; further: some compounds called inactive have numbers as strong as hits
Target sequence (P51452 whole entry, looked up): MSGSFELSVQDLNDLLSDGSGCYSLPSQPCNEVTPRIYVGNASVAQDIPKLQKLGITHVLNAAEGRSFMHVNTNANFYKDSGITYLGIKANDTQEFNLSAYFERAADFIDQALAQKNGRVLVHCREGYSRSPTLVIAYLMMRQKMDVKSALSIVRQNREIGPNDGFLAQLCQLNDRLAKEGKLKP
Mtb UGM inh: Mtb UDP-galactopyranose mutase inhibition. P9WIQ1. purified UGM, fluorescence polarization probe displacement. inhibition, % at 10 µM. 320,000 compounds, 0.06% hits; in the data active means inhibition above about 10%, passing the limit was not always enough; inconclusive means no clear call, values can overlap the other calls
Target sequence (P9WIQ1 whole entry, looked up): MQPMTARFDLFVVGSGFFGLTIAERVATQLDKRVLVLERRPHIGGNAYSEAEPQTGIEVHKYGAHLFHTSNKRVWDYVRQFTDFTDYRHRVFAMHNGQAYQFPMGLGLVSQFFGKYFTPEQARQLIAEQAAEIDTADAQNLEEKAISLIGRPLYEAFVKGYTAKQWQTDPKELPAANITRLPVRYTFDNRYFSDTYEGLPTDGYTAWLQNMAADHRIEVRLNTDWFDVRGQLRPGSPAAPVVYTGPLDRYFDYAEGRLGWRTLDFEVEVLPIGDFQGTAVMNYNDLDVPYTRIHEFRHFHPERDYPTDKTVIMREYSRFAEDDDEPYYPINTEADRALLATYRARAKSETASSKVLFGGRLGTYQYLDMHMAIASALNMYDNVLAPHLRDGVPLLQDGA
GDH-TPI counter: GDH-TPI coupled enzyme inhibition counter-screen | inhibition, % at 4.8 µM | 360,000 compounds, 1.2% hits | GDH-TPI coupled enzyme counterscreen, NADH absorbance;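 further: 0% = DMSO wells and 100% = wells lacking the enzyme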
Rv3671c inh: inhibitors of M. tuberculosis serine protease Rv3671c. inhibition, % at 5.96 µM. 320,000 compounds, 0.048% hits. AID 2606; in the data active means inhibition above about 38%;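 further: extracellular domain of Rv3671c used as enzyme; 0% = enzyme with DMSO and 100% = no enzyme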
Target sequence (P9WHR9 whole entry, looked up, the tested form may be a part): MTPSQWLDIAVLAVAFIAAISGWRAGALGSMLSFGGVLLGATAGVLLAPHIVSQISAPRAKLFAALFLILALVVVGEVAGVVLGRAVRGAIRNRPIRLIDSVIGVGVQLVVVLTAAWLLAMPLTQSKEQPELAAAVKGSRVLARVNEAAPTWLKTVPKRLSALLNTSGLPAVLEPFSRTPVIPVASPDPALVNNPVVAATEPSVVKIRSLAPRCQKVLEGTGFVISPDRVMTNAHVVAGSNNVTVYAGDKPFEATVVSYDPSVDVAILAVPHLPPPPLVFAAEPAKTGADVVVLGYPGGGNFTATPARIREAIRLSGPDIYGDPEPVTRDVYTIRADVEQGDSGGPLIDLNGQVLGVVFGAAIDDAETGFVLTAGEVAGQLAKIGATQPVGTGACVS
BioA inh: blocks M. tuberculosis BioA enzyme activity. purified M. tuberculosis BioA enzyme, plate reader. 360,000 compounds, 0.096% hits. inhibition, % at 9.99 µM. AID 602481; in the data active means inhibition above about 40%; inconclusive means no clear call, values can overlap the other calls
Active calls of the source: *; ? = inconclusive; . = no result given. Unless noted, no stated cut-off is given here; in the data, active means inhibition above about 30%; inactive means the rest.

SMILES | BoNT F protease | CCHF vOTU inh | FBA Mtb inh | FadD28 FP inh | MazF activator | DUSP3 inh | Mtb UGM inh | GDH-TPI counter | Rv3671c inh | BioA inh
Cc1ccc(NC(=O)C2CCN(S(=O)(=O)c3ccc4c(c3)oc(=O)n4C)CC2)cc1 | -1 | -2 | -1 | -4.9 | 8 | 18 | 0.0 | 0 | -11 | 0.1
C/C=C(\C)C(=O)OC1[C@H](OC(C)=O)C2(CO)C(CC1(C)C)C1=CCC3C4(C)CCC(O[C@@H]5O[C@H](C(=O)O)[C@@H](O[C@@H]6O[C@H](CO)[C@@H](O)[C@H](O)[C@H]6O)[C@H](O)[C@H]5O[C@H]5O[C@H](CO)[C@@H](O)[C@H](O)[C@H]5O)[C@](C)(CO)C4CCC3(C)[C@]1(C)C[C@H]2O (stereo partly drawn) | 9 | . | 2 | -2.9 | 11 | . | . | -2 | . | 0.5
Fc1cccc(-c2cc3nc4c(c(NCc5ccco5)n3n2)CCCC4)c1 | -3 | -9 | 6 | -0.8 | -3 | 6 | 0.5 | 6 | -14 | 0.3
CCNC(=S)N(Cc1ccco1)Cc1cc2cc(OCC)ccc2[nH]c1=O | 0 | -1 | 11 | -3.7 | 8 | 33 | 1.1 | 2 | 4 | .
COc1ccccc1C(=O)Nc1ccc(C(=O)N2CCCCC2)cc1 | -3 | -8 | 0 | -2.0 | 7 | 6 | -9.6 | 7 | 2 | -2.9
Cn1c(C(=O)NCC2CCCO2)cc2c(=O)n(C)c3ccccc3c21 (stereo not drawn) | 0 | 5 | 13 | -2.0 | 4 | -2 | 2.9 | 12 | 3 | 0.3
Nc1nc(C23CC4CC(CC(Cl)(C4)C2)C3)cs1 | -11 | 8 | 2 | 1.7 | 5 | 8 | -2.2 | -4 | 1 | 0.1
O=c1oc2ccccc2c(O)c1CN1CCCCC1 | 2 | -6 | 7 | 1.6 | -2 | 21 | 4.0 | 7 | 1 | 2.1
CCOc1ccc(NC(=O)NC(=O)N(C)S(=O)(=O)c2ccc(C)cc2)cc1 | 31 | -10 | -1 | -0.7 | 2 | 0 | -0.5 | 0 | 1 | -1.4
N/C(=N\OC(=O)c1ccc(OCC(F)(F)F)nc1)c1ccc(Cl)cc1 | ? | 5 | 1 | -1.0 | -5 | -3 | 0.6 | 17 | -7 | -1.7
O=C(COC(=O)CSc1ccc(F)cc1)NNC(=O)c1ccc([N+](=O)[O-])cc1 | -6 | -2 | -4 | -2.5 | 0 | . | 3.9 | 4 | 3 | 2.0
CN(CC(=O)Nc1ccc(F)cc1)C(=O)CSc1nncs1 | -9 | -6 | 4 | -1.6 | -3 | 24 | -1.6 | 11 | -5 | 6.4
O=C(N/N=C\c1cc(Br)ccc1O)c1ccc(S(=O)(=O)N2CCCCC2)cc1 | 2 | 8 | 11 | -0.4 | -207 | 2 | -1.9 | 6 | 6 | .
Cc1nc2ccccc2c(=O)n1NC(=O)Cc1ccc([N+](=O)[O-])cc1 | -10 | -8 | 1 | -3.8 | -13 | 5 | 1.1 | -2 | -4 | .
C=C(C)c1cccc(C(C)(C)NC(=O)NC2CCN(Cc3ccccc3)CC2)c1 | 9 | -12 | 5 | -2.5 | 3 | -10 | -3.3 | 3 | -11 | -1.3
O=C(CSc1nc(=O)n2cc(Cl)ccc2n1)Nc1cccc2ccccc12 | 12 | 2 | 4 | 0.8 | -32 | . | . | 14 | . | -2.3
COc1ccc(N2C(=O)c3ccccc3NC2c2cccnc2)cc1 (stereo not drawn) | -7 | 2 | 4 | -4.3 | 3 | 10 | 1.0 | -1 | 3 | .
COc1ccc(N2CCN(C(=O)c3cccc(N4C(=O)C5C6C=CC(C6)C5C4=O)c3)CC2)cc1 (stereo not drawn) | -1 | 7 | -1 | 2.2 | 13 | 3 | -1.4 | -7 | -4 | -1.9
Cc1ccc(NC(=O)CSc2nc(C)c(C)c(C)n2)c([N+](=O)[O-])c1 | 1 | 10 | -2 | -0.9 | -1 | 7 | -3.1 | 8 | -2 | .
Cc1ccc2c(c1)cc(CN(Cc1ccc3c(c1)OCO3)C(=O)c1cnccn1)c1nnnn12 | -3 | 9 | 0 | -1.9 | -1 | -15 | -2.8 | -3 | 7 | -0.3
Cc1cc(NC(=O)/C=C/c2ccc(Br)cc2)no1 | -5 | 5 | 1 | -2.4 | -25 | -8 | 1.2 | -2 | -1 | .
Cc1cccc(N(C(=O)Cn2nnc3ccccc32)C(C(=O)NC(C)(C)C)c2ccsc2)c1C (stereo not drawn) | 7 | -3 | 2 | 0.3 | 2 | -5 | -1.8 | -1 | -5 | -1.8
Cc1ccc2[nH]cc(S(=O)(=O)c3ccc(F)cc3)c(=O)c2c1 | -18 | -4 | -3 | -1.5 | 6 | 6 | 0.9 | 8 | 0 | .
COC(=O)c1ccc(C(=O)OC)c(NC(=O)C(C)(C)C)c1 | -2 | 4 | 1 | -1.9 | -5 | 33 | 2.4 | 1 | -14 | .
CCn1c(SCC(=O)O)nnc1C1CCCCC1 | 1 | -25 | -2 | -3.4 | -1 | 0 | -2.4 | -16 | 6 | -0.3
O=C(Cn1nc(Cc2cccnc2)c2ccccc2c1=O)NCC1CCCO1 (stereo not drawn) | -1 | -3 | 2 | -0.4 | 4 | 2 | 0.7 | 4 | 0 | -0.5
COc1cccc(OCC(O)CN2CCN(CCN3C(=O)c4cccc5cccc(c45)C3=O)CC2)c1 (stereo not drawn) | -4 | -6 | 0 | -4.1 | 25 | 5 | -0.6 | 4 | 0 | .
Cc1nc2ccccc2n1CCCOc1ccccc1 | -7 | 6 | 0 | 0.1 | 3 | 13 | 1.8 | 13 | -3 | 1.9
O=C(CC1C(=O)NCCN1CC1CCCCC1)NCCc1ccc(F)cc1 (stereo not drawn) | -4 | 5 | 4 | -3.1 | -20 | 22 | -1.7 | 6 | -1 | .
CCOP(=O)(OCC)C(Nc1cccc(C(F)(F)F)c1)c1ccc(F)cc1 (stereo not drawn) | -4 | 13 | 2 | -2.3 | 3 | -4 | -0.1 | 7 | 8 | .
CCOC(=O)C1CN(S(=O)(=O)c2ccc(C)cc2)c2ccccc2O1 (stereo not drawn) | -40 | 3 | 0 | -0.6 | -5 | -2 | 3.6 | -4 | -1 | -0.1
CCOC(=O)CCCCC(=O)c1[nH]c(=O)[nH]c1Cn1ccnc1 | -1 | 6 | 0 | -1.2 | -2 | 0 | -2.2 | 2 | -2 | -0.6
O=C(CO/N=C/c1ccccc1O)NNC(=O)c1ccccc1Cl | -23 | -5 | 1 | -0.3 | 4 | 16 | 2.9 | -1 | 7 | -1.7
CCOC(=O)c1ccc(CNC(=O)c2n[nH]c(=O)c3ccccc23)o1 | -12 | -6 | 0 | -0.3 | -4 | -11 | -3.0 | 11 | -1 | -0.2
Cc1ccc(S(=O)(=O)Cc2ccc(C(=O)N3CCCC3)o2)cc1 | -10 | 5 | 1 | -1.3 | 3 | 4 | 2.5 | 1 | -2 | 0.8
O=S(=O)(Cc1ccccc1)N(O)c1ccccc1 | 0 | -18 | -2 | -0.9 | 14 | 6 | 1.5 | -5 | -6 | -0.3
O=C(Nc1c(Cl)cccc1Cl)c1cc(-c2ccco2)on1 | -1 | 13 | 2 | -3.0 | 7 | -4 | 0.8 | 13 | -9 | 1.0
Cn1cc(Br)c(C(=O)NC(=S)Nc2ccc(S(N)(=O)=O)cc2)n1 | 6 | 15 | 6 | 0.3 | 3 | 18 | -0.3 | 8 | -6 | .
NC1=NC(=O)C(Cc2cccc(Cl)c2Cl)S1 (stereo not drawn) | 1 | -18 | -3 | -1.8 | -10 | -4 | 5.3 | 13 | -3 | -2.5
Cc1ccc(NC(=O)Cc2nnc(SCC(=O)c3ccc(Br)cc3)n2C)cc1 | 2 | 14 | -2 | 0.3 | -39 | -4 | 1.6 | 1 | -16 | -1.0
COc1cccc(C(=O)NC2=NCCS2)c1 | -15 | -11 | 1 | -4.0 | 3 | 3 | -2.6 | 6 | -1 | -1.1
Cc1ccc(-c2cc3nc(NCCc4ccncc4)n(C)c(=O)c3s2)cc1 | 2 | 4 | 4 | -6.9 | . | . | . | 22 | . | -0.8
Cc1ccccc1C(=O)NC1CCN(CC(=O)NCc2ccccc2)CC1 | 12 | -7 | -1 | -1.7 | -6 | 7 | 0.5 | -5 | 0 | 0.9
CC(C)OC(=O)Nc1ccc(Oc2c(F)c(F)c(F)c(F)c2F)cc1 | 3 | 7 | -4 | -3.0 | -4 | 4 | 5.7 | 1 | 8 | -1.7
Cc1noc(C)c1CSc1nnc2cc(C)c3ccccc3n12 | . | . | . | . | 2 | 12 | -7.0 | . | -5 | .
Cc1ccc(NC(=O)C(C)OC(=O)c2ccc(NC(=O)CC#N)cc2)cc1S(=O)(=O)N1CCOCC1 (stereo not drawn) | ? | -3 | -1 | -5.8 | -7 | . | -0.9 | -3 | -141 | 0.4
C[C@]12CC[C@H]3[C@@H](CCC4=CC(=O)CC[C@@]43O)[C@@H]1CCC2=O | 15 | -4 | 3 | -1.1 | 5 | 10 | -0.7 | 2 | -3 | -3.6
CN(C)C(CNC(=O)c1cccs1)c1ccco1 (stereo not drawn) | -11 | -6 | 1 | 1.9 | -3 | . | . | 14 | -6 | 0.8
CCOC(=O)C1CCCN(C(=O)c2c(-c3ccccc3Cl)noc2C)C1 (stereo not drawn) | 9 | -1 | -3 | -3.9 | 0 | -17 | 0.3 | -9 | -1 | .
Cn1c(N)c(C(=O)CSc2n[nH]c(N)n2)c(=O)n(C)c1=O | 4 | 15 | 3 | -0.5 | 2 | . | . | 2 | . | .

A second format for twelve compounds above.
Second line of a record – BoNT F protease	CCHF vOTU inh	FBA Mtb inh	FadD28 FP inh	MazF activator	DUSP3 inh	Mtb UGM inh	GDH-TPI counter	Rv3671c inh	BioA inh
> O=S(=O)(Cc1ccccc1)N(O)c1ccccc1
    0	-18	-2	-0.9	14	6	1.5	-5	-6	-0.3
> O=C(Nc1c(Cl)cccc1Cl)c1cc(-c2ccco2)on1
    -1	13	2	-3.0	7	-4	0.8	13	-9	1.0
> Cn1cc(Br)c(C(=O)NC(=S)Nc2ccc(S(N)(=O)=O)cc2)n1
    6	15	6	0.3	3	18	-0.3	8	-6	.
> NC1=NC(=O)C(Cc2cccc(Cl)c2Cl)S1 (stereo not drawn)
    1	-18	-3	-1.8	-10	-4	5.3	13	-3	-2.5
> Cc1ccc(NC(=O)Cc2nnc(SCC(=O)c3ccc(Br)cc3)n2C)cc1
    2	14	-2	0.3	-39	-4	1.6	1	-16	-1.0
> COc1cccc(C(=O)NC2=NCCS2)c1
    -15	-11	1	-4.0	3	3	-2.6	6	-1	-1.1
> Cc1ccc(-c2cc3nc(NCCc4ccncc4)n(C)c(=O)c3s2)cc1
    2	4	4	-6.9	.	.	.	22	.	-0.8
> Cc1ccccc1C(=O)NC1CCN(CC(=O)NCc2ccccc2)CC1
    12	-7	-1	-1.7	-6	7	0.5	-5	0	0.9
> CC(C)OC(=O)Nc1ccc(Oc2c(F)c(F)c(F)c(F)c2F)cc1
    3	7	-4	-3.0	-4	4	5.7	1	8	-1.7
> Cc1noc(C)c1CSc1nnc2cc(C)c3ccccc3n12
    .	.	.	.	2	12	-7.0	.	-5	.
> Cc1ccc(NC(=O)C(C)OC(=O)c2ccc(NC(=O)CC#N)cc2)cc1S(=O)(=O)N1CCOCC1 (stereo not drawn)
    ?	-3	-1	-5.8	-7	.	-0.9	-3	-141	0.4
> C[C@]12CC[C@H]3[C@@H](CCC4=CC(=O)CC[C@@]43O)[C@@H]1CCC2=O
    15	-4	3	-1.1	5	10	-0.7	2	-3	-3.6
